MsrA inhibitor: bovine MsrA enzyme inhibitors, primary screen, biochemical, absorbance, HTS | Methionine sulfoxide reductase A (Bos taurus) | purified bovine MsrA, absorbance read-out | inhibition, % at 15.5 µM | hit rate 0.75% among 360,000; in the data active means inhibition above about 4.5%;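 further: 0% = vehicle wells with enzyme and 100% = reference inhibitor wells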
PABP1 MLLE inh: inhibitors of PABP1 MLLE–PAM2 peptide binding, primary screen, biochemical, fluorescence polarization, FITC-PAM2, GST-MLLE. Polyadenylate-binding protein 1 (Homo sapiens), P11940. AID 588489, 2011. hit rate 0.36% among 360,000. inhibition, % at 20 µM; in the data active means inhibition above about 35%, passing the limit was not always enough;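 further: plate controls were DMSO wells with GST-MLLE for no effect and wells lacking GST-MLLE protein for full effect; some results filed as inactive read as strong as hits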
eLon inh: inhibitors of E. coli Lon protease, primary screen, biochemical, fluorescence polarization. hit rate 0.42% among 360,000. purified E. coli Lon protease. inhibition, % at 7.94 µM. AID 602123, 2011; in the data active means inhibition above about 13%, passing the limit was not always enough;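 further: 0% = enzyme with probe and DMSO and 100% = no enzyme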
Target sequence (P0A9M0 whole entry, looked up): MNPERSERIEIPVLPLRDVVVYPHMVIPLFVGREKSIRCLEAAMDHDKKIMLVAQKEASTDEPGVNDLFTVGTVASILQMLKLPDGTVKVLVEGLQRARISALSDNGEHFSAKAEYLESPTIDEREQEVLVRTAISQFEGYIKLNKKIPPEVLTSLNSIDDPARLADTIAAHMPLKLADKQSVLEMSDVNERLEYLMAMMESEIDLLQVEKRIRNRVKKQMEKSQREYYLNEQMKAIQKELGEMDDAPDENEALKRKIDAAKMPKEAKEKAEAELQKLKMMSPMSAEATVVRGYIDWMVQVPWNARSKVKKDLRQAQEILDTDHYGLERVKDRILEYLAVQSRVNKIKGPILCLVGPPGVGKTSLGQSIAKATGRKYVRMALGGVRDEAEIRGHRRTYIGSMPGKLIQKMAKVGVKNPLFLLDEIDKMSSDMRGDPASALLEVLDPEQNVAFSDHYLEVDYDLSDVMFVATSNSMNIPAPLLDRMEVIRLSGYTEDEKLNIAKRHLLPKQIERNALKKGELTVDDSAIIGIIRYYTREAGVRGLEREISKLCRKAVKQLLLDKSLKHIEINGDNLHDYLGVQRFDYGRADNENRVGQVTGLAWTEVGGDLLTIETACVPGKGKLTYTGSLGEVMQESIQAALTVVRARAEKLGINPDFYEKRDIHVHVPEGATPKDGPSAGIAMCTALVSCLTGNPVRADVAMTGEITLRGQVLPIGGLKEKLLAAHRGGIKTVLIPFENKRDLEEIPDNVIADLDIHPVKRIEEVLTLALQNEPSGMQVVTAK
FAS TE block: FAS thioesterase domain inhibitors, primary screen, biochemical, fluorescence intensity, uHTS. Fatty acid synthase (Homo sapiens), P49327. recombinant FAS-TE, OMFH fluorogenic substrate, fluorescence endpoint. inhibition, % at 15 µM. hit rate 0.67% among 360,000. AID 602261, 2012;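 active means compounds whose normalised, plate-corrected inhibition of enzyme fluorescence in the single-dose primary screen is 50% or more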;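 further: 0% = DMSO with enzyme and 100% = substrate without enzyme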
TbMetRS inhib: T. brucei MetRS inhibitors, primary screen, biochemical, luminescence | purified T. brucei MetRS, ATP depletion, Kinase-Glo luminescence | hit rate 0.4% among 360,000 | AID 624268, 2012 | methionyl-tRNA synthetase (Trypanosoma brucei brucei) | inhibition, % at 11.9 µM;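 active means inhibition above a per-plate cutoff of the control wells' mean inhibition plus 3 SD, cut at about 5.5% in these data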;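 further: 0% = DMSO wells median and 100% = median of wells with control inhibitor compound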
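technique = Kinase-Glo luminescence, ATP depletion format | system = purified MetRS (methionyl-tRNA synthetase) enzyme from Trypanosoma brucei | timing = 15 min preincubation, 2 h reaction, all 25 °C | evaluation = percent inhibition versus plate control medians | dosing = single dose, 11.9 µM final nominal, 0.9% final DMSO | also added = substrates ATP, L-methionine and bulk Escherichia coli tRNA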
CendR NRP1 mod: modulators of CendR peptide binding to NRP-1, primary screen, biochemical, fluorescence polarization, uHTS; Neuropilin-1 (Homo sapiens), O14786; FAM-RPARPAR peptide binding to NRP-1; inhibition, % at 25 µM; hit rate 0.85% among 360,000;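 active means inhibition or corrected inhibition above about 18%, plus a signal ratio from 0.5 to 1.5, limit read from the data, passing the limit was not always enough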; further: strong numbers were not always called active
SKN-1 inh: suppressors of acrylamide-induced Pgst-4::GFP reporter in worms, primary screen, SKN-1 inhibitor project, whole organism, uHTS, GFP/RFP fluorescence ratio, strain VP596; hit rate 0.49% among 360,000; inhibition, % at 21.8 µM; C. elegans VP596 Pgst-4::GFP/RFP ratio, 24 h;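 active means interference check ratio from 0.5 to 1.5 plus GFP to RFP signal ratio inhibition reaching or exceeding a fixed threshold, cut at about 30% in these data, passing the limit was not always enough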; further: some compounds called inactive have numbers as strong as hits
MT1-MMP act inh: blockers of MT1-MMP proenzyme processing, primary screen, HT1080 RFP-PRO-GFP cells, GFP/RFP fluorescence. GFP/RFP ratio fluorescence, overnight; percent of plate control window, DMSO zero. GFP/RFP ratio change, % at 20 µM. hit rate 0.061% among 360,000;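 active means GFP/RFP ratio change of at least 30% with cell ATP level not reduced by more than half and red fluorescence within 50% of control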; further: strong numbers were not always called active
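Assay system: RFP-PRO-GFP reporter HT1080 cells; read-out basis: GFP/RFP fluorescence ratio; benchmarks: DMSO wells and RFP-L50D-GFP cells; doses: 20 µM single dose, 1% DMSO; schedule: overnight cell settling, then overnight compound exposure, 37 °C, 5% CO2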
bovine MsrA act: bovine MsrA enzyme activators, primary screen, biochemical, absorbance, HTS | Methionine sulfoxide reductase A (Bos taurus) | purified bovine MsrA, absorbance read-out | activation, % at 10.6 µM | hit rate 0.3% among 360,000 | AID 602163, 2012; in the data active means activation above about 7.5%;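 further: 0% = vehicle and 100% = reference activator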
* = called active by the depositor; . = not tested or not shown.

SMILES	MsrA inhibitor	PABP1 MLLE inh	eLon inh	FAS TE block	TbMetRS inhib	CendR NRP1 mod	SKN-1 inh	MT1-MMP act inh	bovine MsrA act
O=C(C[C@H]1C/C=C\CC[C@@H](Cc2ccc(F)cc2)C(=O)OC[C@H]2CCCN2C1=O)N[C@@H](CO)Cc1ccccc1	-1.1	-4	-10	-4	-0.2	3	-1	-1	-1
CC1CCN(Cc2c(C(=O)N/N=C/c3ccc(C(C)(C)C)cc3)nnn2-c2nonc2N)CC1	-1.3	2	-4	10	-0.1	-2	-9	-2	-3
Cn1cncc1C#Cc1c(-c2ccc(S(C)(=O)=O)cc2)sc2ccccc12	-1.0	2	-5	3	0.5	-5	-4	-1	0
CC(C)C(c1nnnn1C1CCCCC1)N1CCN(C(=O)c2ccco2)CC1 (stereo not drawn)	0.1	1	-3	-6	0.1	-2	3	-6	-3
Cc1ccc(OCC(=O)Nc2ccc3c4c(cccc24)CC3)c(C)c1	-0.3	2	-2	5	-0.5	3	7	-1	-5
CCN(C(=O)c1ccc(Br)cc1)c1ccccc1	-0.8	6	0	3	0.0	-5	1	-1	-1
O=C(NCc1ccco1)Nc1ccccc1Cl	-0.4	8	-2	-3	-0.3	9	-7	5	0
COCCNC(=O)C1(C)CCCN(C(=O)c2ccc(F)c(Cl)c2)C1 (stereo not drawn)	1.6	-2	-2	-8	-0.9	-12	12	0	-3
c1cn2c(NC3CCCC3)c(-c3ccc(N4CCOCC4)cc3)nc2cn1	0.9	3	-7	7	0.3	8	13	1	1
Cc1ccc(C(=O)C2CCN(C(=S)NCCCOC(C)C)CC2)cc1	0.3	-110	-9	2	-0.6	0	-13	4	-5
NNC(=O)c1sc2nc(N3CCOCC3)c3c(c2c1N)CCCC3	1.1	5	-12	-1	-0.6	-10	-1	7	-6
Nc1nnc(COc2cccc(C(F)(F)F)c2)s1	-0.8	-5	8	0	-0.5	-6	15	-3	-4
Cn1c(=O)oc2cc(S(=O)(=O)NCCC(=O)NCCc3ccc(Cl)cc3)ccc21	0.3	1	-6	5	0.2	-13	-10	-7	-2
Cc1ccc(S(=O)(=O)NNC(=O)c2ccc3ccccc3n2)cc1	0.8	6	4	1	-0.3	-4	-12	-1	-4
NC(=O)c1nsc(C(=O)N(CC(=O)NCc2ccccc2)c2cccc(F)c2)c1N	1.2	-2	-3	6	0.2	4	-23	2	-9
C[C@@H]1CN([C@H](C)CO)C(=O)CCCn2cc(nn2)CO[C@H]1CN(C)S(=O)(=O)c1ccc2c(c1)OCCCO2	0.6	0	-14	-11	-0.7	4	8	2	5
Cc1ccc(C)c(C(C)NC(=O)Cc2cccs2)c1 (stereo not drawn)	-1.8	-4	-1	-3	-0.8	6	10	-1	-2
CC(=O)Nc1ccc(C(=O)N2c3ccccc3N=C(c3ccc4c(c3)OCO4)C2C(=O)NCc2ccccc2)cc1 (stereo not drawn)	1.5	.	.	.	0.2	5	-4	-2	.
CCOC(=O)C1CCN(C(=O)CN(C)S(=O)(=O)c2cc(C)ccc2OC)CC1	-0.4	-2	5	0	-1.6	-6	1	-6	-10
C/C(=N\NC(=O)c1csc(C)c1C)c1ccco1	-1.1	0	-3	-9	0.2	-9	0	1	-1

Not a retest: entries from further up.
SMILES	MsrA inhibitor	PABP1 MLLE inh	eLon inh	FAS TE block	TbMetRS inhib	CendR NRP1 mod	SKN-1 inh	MT1-MMP act inh	bovine MsrA act
NNC(=O)c1sc2nc(N3CCOCC3)c3c(c2c1N)CCCC3	1.1	5	-12	-1	-0.6	-10	-1	7	-6
Nc1nnc(COc2cccc(C(F)(F)F)c2)s1	-0.8	-5	8	0	-0.5	-6	15	-3	-4
Cn1c(=O)oc2cc(S(=O)(=O)NCCC(=O)NCCc3ccc(Cl)cc3)ccc21	0.3	1	-6	5	0.2	-13	-10	-7	-2

More records:
SMILES	MsrA inhibitor	PABP1 MLLE inh	eLon inh	FAS TE block	TbMetRS inhib	CendR NRP1 mod	SKN-1 inh	MT1-MMP act inh	bovine MsrA act
COC(=O)c1ccc(CNC(=O)c2coc3ccccc3c2=O)cc1	1.4	1	-5	-1	0.3	-6	-16	-6	-3
O=C1NCC(COc2ccc(Cl)cc2)O1 (stereo not drawn)	-0.4	-5	-2	-5	-0.9	-6	4	-3	-4
O=C(COC(=O)c1ncc(Cl)c(Cl)c1Cl)Nc1cccnc1Cl	0.7	16	9	2	-0.8	-9	0	.	-10
O=C(C1CCC1)N1CCN(S(=O)(=O)c2cc(F)ccc2F)CC1	1.1	4	-4	-5	-0.1	-2	4	3	-1
Cc1csc(NC(=O)CSc2nc(=O)n(CCCN(C)C)c3c2CCC3)n1	-0.4	-8	-18	-2	-0.2	3	6	0	-3
CC(C)c1cccc(C(C)C)c1NC(=O)CN1C(=O)NC2(CCCCCCC2)C1=O	0.6	0	7	3	0.1	-7	7	4	-2
O=C(COc1ccc(Cl)cc1)NCc1ccccc1	1.3	1	-1	-3	-0.1	20	18	1	0
O=C(N1CCOCC1)C(F)(F)C(=O)N1CCOCC1	-1.2	-7	-1	-8	-1.1	-6	9	-2	-10
COc1cc(OC)cc(-c2oc(=O)c3cc(OC)c(OC)cc3c2/C=C/c2ccc(F)cc2)c1	1.6	-1	-5	21	0.2	11	11	-3	-2
c1ccc(Cn2c(CNc3nc4ccccc4n3CCN3CCCCC3)nc3ccccc32)cc1	1.0	-11	-7	9	-0.2	30*	3	-1	1
O=C(CN(CCO)Cc1ccccc1)N1CCN(S(=O)(=O)c2ccccc2)CC1	-1.8	-14	-6	-4	-0.1	2	16	0	-4
CCOC(=O)C1=C(CC)Nc2ccccc2N/C1=N\S(=O)(=O)c1ccc2ccccc2c1	0.3	-5	2	13	-0.4	2	6	-14	-3
O=C1/C(=C/c2cccc(Cl)c2)CSc2sccc21	0.5	-6	-3	16	-1.0	-7	15	2	-14
O=C(NC1CCN(Cc2cccc([N+](=O)[O-])c2)CC1)c1ccccc1	0.7	-3	-15	-2	-2.0	8	10	-4	-13
CC(=O)C(C(C)=O)C1(O)C(=O)c2ccccc2C1=O	0.2	23	-2	-2	1.7	7	6	0	-1
Cn1nccc1C(=O)Nc1ccc(S(=O)(=O)N2CCCC2)cc1	-0.3	-6	7	-5	0.0	2	9	1	-6
Cc1ccccc1/C=c1\s/c(=C\C(=O)C(C)(C)C)[nH]c1=O	1.4	11	-3	3	-0.1	-3	20	-11	-5
O=S(=O)(Nc1ccc(Cc2ccncc2)cc1)c1ccc(Cl)cc1	-0.9	4	-3	9	-0.5	-15	8	-20	-3
CC1CCC2(CC1)NC(=O)N(NC(=O)C1CCN(C(=O)c3ccc(Cl)cc3)CC1)C2=O (stereo not drawn)	-0.3	-5	4	-6	-0.2	-7	-15	5	-1
COCc1c(C(=O)N/N=C/c2ccco2)nnn1-c1nonc1N	-0.1	-5	-15	-6	-0.1	0	-4	0	-1

Whole records, quoted from the list. Values in the order: MsrA inhibitor | PABP1 MLLE inh | eLon inh | FAS TE block | TbMetRS inhib | CendR NRP1 mod | SKN-1 inh | MT1-MMP act inh | bovine MsrA act
O=C(NC1CCN(Cc2cccc([N+](=O)[O-])c2)CC1)c1ccccc1 in the list: 0.7 | -3 | -15 | -2 | -2.0 | 8 | 10 | -4 | -13
CC1CCC2(CC1)NC(=O)N(NC(=O)C1CCN(C(=O)c3ccc(Cl)cc3)CC1)C2=O (stereo not drawn) in the list: -0.3 | -5 | 4 | -6 | -0.2 | -7 | -15 | 5 | -1
Cc1ccccc1/C=c1\s/c(=C\C(=O)C(C)(C)C)[nH]c1=O in the list: 1.4 | 11 | -3 | 3 | -0.1 | -3 | 20 | -11 | -5

(next part)
SMILES	MsrA inhibitor	PABP1 MLLE inh	eLon inh	FAS TE block	TbMetRS inhib	CendR NRP1 mod	SKN-1 inh	MT1-MMP act inh	bovine MsrA act
Cc1ccc(C2CC(c3cccc(Br)c3)n3nc(N)nc3N2)cc1 (stereo not drawn)	-0.9	-9	-5	-3	-0.2	6	-1	0	-2
Cc1ccccc1-c1cc(C(=O)Nc2nc3c(s2)CCCC3)c2ccccc2n1	2.0	6	1	16	-0.8	-3	-4	-13	-3
O=C(/C=C/c1ccco1)N(c1ccccn1)c1ccccn1	2.5	17	3	-2	0.6	-9	3	-5	-3
Cn1c(N=NC(=O)c2ccccc2)c(O)c2ccccc21	1.1	9	-1	-1	-0.5	18	13	40	-5
Clc1ccc(-c2noc(CN(Cc3ccccn3)CC3CCCO3)n2)cc1 (stereo not drawn)	-0.7	-8	10	8	-1.0	0	-2	-2	-2
Cc1ccc(NC(=O)Cn2nc(C)c(S(=O)(=O)N(C)C)c2C)cc1	0.7	-3	3	-4	-0.4	3	1	-2	-1
CCNc1nnc(CSc2nc3ccccc3s2)s1	0.4	4	-6	-5	0.0	-5	5	3	1
O=C(Cn1cc(C(F)(F)F)ccc1=O)NCC1CCCO1 (stereo not drawn)	0.7	4	-1	-9	0.2	2	4	4	1
O=C(O)c1cnc(-c2ccccc2)nc1C(F)(F)F	-0.9	-8	-3	-6	-1.1	-3	-2	-1	-12
CCCn1c(=O)c(C(=O)NNS(=O)(=O)c2ccc(NC(=O)OC)cc2)c(O)c2ccccc21	-1.0	-5	9	12	-0.6	13	-9	-2	0
CNC(=O)/C(C#N)=C/c1c(N2CCN(c3cccc(Cl)c3)CC2)nc2c(C)cccn2c1=O	1.5	-9	-1	16	-1.2	-7	4	6	-7
Cc1cc2ncn(CC(O)COC3CCCCC3)c2cc1C (stereo not drawn)	-0.2	-7	-1	-3	-0.7	-22	1	-3	0
COc1ccc(NC(=O)C(c2ccccc2F)n2c(=O)c(-c3ccco3)nc3ccccc32)cc1 (stereo not drawn)	-0.1	.	.	.	-0.2	-22	9	-8	.
CCCCC(=O)Nc1ccc(NC(=O)c2ccccc2OC)cn1	-1.6	8	2	-4	-0.1	2	1	0	-2
CSCCC(NC(=O)COc1ccccc1)C(=O)N1CCN(c2ccccc2)CC1 (stereo not drawn)	-1.4	-1	4	20	-0.6	-1	-3	1	-5
Fc1ccccc1CNCc1ccc2c(c1)OCO2	-1.3	-6	-2	-1	-0.5	8	17	1	0
